Bioassay records from PubChem BioAssay.
Tn6 DDE FP: DD(E)-Tn6 binding inhibition, primary FP screen; Fibrin DD(E) TRITC-Tn6 fluorescence polarization displacement; inhibition, % at 8.3 µM; 0.21% of 370,000 active; AID 720509;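 active = inhibition above a per-campaign cutoff: mean of compounds within control limits plus 3 SD, cut at about 15% in these data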;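 note: 0% = median of all compound wells on the plate and 100% = blocking peptide control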
NPR2 activator: GC-B (human) receptor activation; activation, % at 10 µM; 0.11% of 370,000 active; P20594; HEK293-GC-B cells, CNP EC30, cGMP TR-FRET; 0% at EC30 CNP, 100% saturating CNP; AID 1920062;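 active = activation at 10 µM reaching about 35% in either raw or pattern-adjusted values, limit read from the data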
ASAP1 inh: inhibitors of human ASAP1 ArfGAP activity. Q9ULH1. ASAP1-stimulated ARF1 GTP hydrolysis, GDP FP detection. inhibition, % at 16.5 µM. 0.19% of 360,000 active; in the data active = inhibition above about 25%;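 note: 0% = vehicle with enzyme and substrate and 100% = no enzyme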
Target sequence (Q9ULH1 325-724 limits assumed): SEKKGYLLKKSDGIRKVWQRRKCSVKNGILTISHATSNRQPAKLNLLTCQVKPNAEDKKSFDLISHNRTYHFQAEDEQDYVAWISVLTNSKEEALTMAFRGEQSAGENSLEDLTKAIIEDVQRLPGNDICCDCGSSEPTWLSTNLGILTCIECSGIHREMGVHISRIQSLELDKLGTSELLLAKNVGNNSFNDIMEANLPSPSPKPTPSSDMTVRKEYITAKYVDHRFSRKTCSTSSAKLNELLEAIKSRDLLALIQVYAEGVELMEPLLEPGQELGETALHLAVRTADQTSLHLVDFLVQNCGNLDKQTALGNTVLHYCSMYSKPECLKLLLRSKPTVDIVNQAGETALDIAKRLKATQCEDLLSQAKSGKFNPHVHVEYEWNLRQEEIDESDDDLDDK
sPLA2-III inh: Inhibits HGIII-sPLA2 liposome hydrolysis, primary screen. Q9NZ20. QFRET BODIPY PC-A2 liposome hydrolysis, fluorescence. inhibition, % at 12.2 µM. 0.56% of 370,000 active;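 active = inhibition above mean plus 3 SD of compounds lying within the high and low control bounds, cut at about 19% in these data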;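 note: 0% = median of test compound wells and 100% = no enzyme DMSO wells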
Target sequence (Q9NZ20 whole entry, looked up): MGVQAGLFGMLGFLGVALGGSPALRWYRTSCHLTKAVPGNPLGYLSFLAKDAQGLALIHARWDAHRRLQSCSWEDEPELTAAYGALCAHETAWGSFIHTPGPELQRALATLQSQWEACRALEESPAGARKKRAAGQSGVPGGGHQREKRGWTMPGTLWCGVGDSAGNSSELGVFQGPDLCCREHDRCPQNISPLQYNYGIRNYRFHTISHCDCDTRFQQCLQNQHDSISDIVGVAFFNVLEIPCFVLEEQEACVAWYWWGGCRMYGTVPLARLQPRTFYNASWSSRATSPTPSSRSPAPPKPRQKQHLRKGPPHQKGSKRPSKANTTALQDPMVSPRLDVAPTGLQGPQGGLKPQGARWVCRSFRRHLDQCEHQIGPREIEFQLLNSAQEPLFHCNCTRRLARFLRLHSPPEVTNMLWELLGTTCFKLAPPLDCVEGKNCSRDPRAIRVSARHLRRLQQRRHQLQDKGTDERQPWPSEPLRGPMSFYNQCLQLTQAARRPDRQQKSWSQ
ARFGAP1 inhibitor: inhibitors of rat ARFGAP1. Q62848. inhibition, % at 16.5 µM. 0.26% of 360,000 active. Arfgap1-stimulated ARF1 GTP hydrolysis, GDP FP detection. AID 651572;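 active = inhibition above a per-plate limit, mean inhibition of low control wells plus 3 SD, cut at about 25% in these data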;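 note: 0% = DMSO wells with enzyme and 100% = wells lacking Arfgap1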
Target sequence (Q62848 1-136 limits assumed): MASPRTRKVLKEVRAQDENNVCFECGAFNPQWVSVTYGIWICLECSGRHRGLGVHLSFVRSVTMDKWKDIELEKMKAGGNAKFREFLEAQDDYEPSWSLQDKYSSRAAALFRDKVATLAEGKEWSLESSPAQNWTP
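Assay system: purified rat His6-Arfgap1 residues 1-136 (GAP domain); Reagent: human Δ17 ARF1 bound to GTP; Dosing: 16.5 µM single point, 1.26% DMSO; Times: GTP hydrolysis reaction 2 h at 25 °C; Signal: FP, GDP Alexa 633 tracer displaced from anti-GDP antibody, 620/688 nm; Measure: % inhibition from polarization.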
rCAG binder: molecules binding r(CAG) RNA repeats; r(CAG) RNA repeat, TO-PRO-1 dye displacement fluorescence; inhibition, % at 3 µM; 1.3% of 370,000 active; AID 651821;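 active = inhibition above the plate cutoff, the mean of all test compounds on that plate plus 3 SD, cut at about 35% in these data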;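 note: 0% = DMSO alone and 100% = 100 µM mitoxantrone as full dye displacement; higher means more dye released from RNA so lower well fluorescence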
ADAM10 inh: inhibits human ADAM10. recombinant ADAM10, EDANS/DABCYL FRET peptide cleavage, 3 h. 0.62% of 370,000 active. inhibition, % at 7 µM. O14672;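 active = inhibition above a per-campaign cutoff equal to the mean of compounds falling between control-based bounds plus 3 SD, cut at about 20% in these data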;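 note: 0% = DMSO wells while the 100% control is not disclosed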
KLK7 zymogen act: proKLK7 (human) activation, primary screen | P49862 | activation, % at 7 µM | 0.9% of 370,000 active | purified proKLK7, EDANS-DABCYL substrate fluorescence; 100% is mature enzyme control, 0% vehicle;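 active = activation above the mean of all tested compounds plus 3 SD, computed per campaign excluding outliers beyond control limits, cut at about 13% in these data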
FXN GAA850 act: frataxin GAA850 promoter activation | HEK293 lucGAA850 FXN promoter luciferase reporter, 24 h; percent of 10 µM SAHA response | AID 540364 | activation, % at 6 µM | 0.56% of 360,000 active;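 active = activation above the average of all compounds screened plus 3 SD, cutoff fixed separately per campaign, cut at about 7.5% in these data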;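 note: 0% = DMSO wells and 100% = 10 µM SAHA wells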
GC-A act: GC-A (human) enzyme activation; activation, % at 10 µM; P16066; 0.14% of 370,000 active; HEK293 GC-A cells, cGMP TR-FRET, EC30 ANP; 0% at EC30 ANP, 100% saturating ANP; AID 1671463; in the data active = activation above about 40%
Numbers without * were called inactive; i = inactive; . = not tested or not shown.

Order of results – Tn6 DDE FP | NPR2 activator | ASAP1 inh | sPLA2-III inh | ARFGAP1 inhibitor | rCAG binder | ADAM10 inh | KLK7 zymogen act | FXN GAA850 act | GC-A act
O=C(c1ccc2c(=O)n3c(nc2c1)CCCCC3)N1CCN(Cc2ccccc2)CC1
 : -6 | -11 | 0 | -3 | -6 | 0 | 5 | 0.5 | -0.3 | 0
O=C(Nc1cc(F)cc(F)c1)c1ccc(NCCCN2CCCCCC2)c([N+](=O)[O-])c1
 : 5 | -1 | -1 | -5 | 15 | 4 | -1 | 0.4 | 0.0 | 3
Cc1ccc(=O)n(C(C(=O)NCc2ccco2)C(=O)c2ccc(F)cc2)c1 (stereo not drawn)
 : -4 | 0 | 6 | 5 | -3 | 2 | 1 | 0.0 | 0.3 | 1
O=C(Nc1ccccc1C(=O)NCCc1ccccc1)c1cnccn1
 : 5 | 4 | -14 | 10 | 3 | 1 | -14 | -0.1 | 2.5 | -1
Cc1nnc(NC(=O)CSc2nnc(-c3ccccc3)n2C)s1
 : 0 | -3 | 0 | 9 | -3 | 3 | 8 | -0.8 | -0.3 | 3
Cc1ccccc1OCC(=O)NC(=S)Nc1ccccc1N1CCN(S(C)(=O)=O)CC1
 : -10 | -4 | -3 | 1 | 5 | 6 | -1 | -0.5 | 1.4 | -1
CC(C)(C)OC(=O)C1=CC[C@@H](c2ccc(Cl)c(Cl)c2)N(S(=O)(=O)c2ccc(F)cc2)[C@H]1c1cccc(F)c1
 : 6 | 0 | -15 | 6 | 0 | 3 | -7 | 0.6 | . | -2
CCOC(=O)c1cccc(NC(=O)CSc2nnc(-c3ccoc3C)n2CCOC)c1
 : -7 | -3 | 1 | -4 | -11 | -8 | 3 | -0.1 | -0.5 | 0
CC(Oc1cccnc1[N+](=O)[O-])C(=O)N1CCc2ccccc21 (stereo not drawn)
 : 2 | 1 | -8 | 5 | 1 | 1 | -14 | -0.4 | -0.9 | -4
CCCCCCNC(=O)c1cccc(-c2ccc(C)c3ccccc23)n1
 : 0 | -1 | 6 | 6 | 2 | 7 | -5 | 0.1 | 1.8 | -2
O=C(Cc1coc(-c2ccc(F)cc2)n1)NCc1ccccc1
 : -3 | 6 | -5 | -4 | -1 | -4 | 6 | 0.4 | -3.1 | 4
COc1ccc(C(O)c2ncc(-c3ccccc3C)[nH]2)cc1 (stereo not drawn)
 : -5 | 1 | 2 | -4 | -3 | 2 | -7 | -0.1 | -2.5 | 3
CCOC(=O)N1CCN(C(=O)COC(=O)c2cc(Cl)cc(Cl)c2)CC1
 : 5 | -3 | 2 | 8 | 8 | -1 | -30 | 0.1 | -1.5 | -1
CCN(C(=S)NC(=O)C1CC1)c1ccccc1
 : -3 | 1 | -8 | 5 | 3 | 0 | -5 | -0.1 | 2.0 | 0
O=C(CN1C(=O)NC2(CCCCC2)C1=O)N1CCN(S(=O)(=O)c2ccc(Cl)s2)CC1
 : -3 | 1 | -6 | -3 | -8 | 6 | -3 | -0.2 | -0.7 | 0
Cc1ccc(N2C(=O)c3ccccc3C2Nc2ccccc2)nc1 (stereo not drawn)
 : 0 | -16 | 1 | 0 | 13 | 1 | -1 | -0.5 | 2.2 | -18
CCCNC(=O)/C(C#N)=C1\N=C(NC(=O)c2cccs2)c2ccccc21
 : -6 | -1 | 3 | 1 | 1 | 1 | -8 | -0.4 | 0.7 | 3
COC(=O)CP(=O)(c1ccccc1)c1ccccc1
 : 2 | -11 | 3 | 0 | 0 | 0 | -5 | -0.3 | -2.7 | 7
O=C(Nc1ccc2c(c1)OCO2)C1Cc2c(-c3cccnc3)ccnc2O1 (stereo not drawn)
 : -6 | -1 | 7 | 0 | -3 | 2 | -10 | 0.0 | 1.2 | 0
Cc1cc(SCc2ccccc2)nc(=O)[nH]1
 : 5 | -4 | -1 | 6 | 3 | -2 | -1 | 0.3 | -0.4 | -5
CCOCCn1c(CN2CCN(c3ccc(OC)cc3)CC2)nc2c1c(=O)n(C)c(=O)n2C
 : 1 | -3 | -2 | 1 | 12 | -5 | -1 | -0.2 | 2.3 | -6
O=C(Nc1ccccc1N1CCOCC1)C1(c2ccc(Cl)cc2)CCC1
 : -5 | -18 | -3 | -5 | 12 | -7 | 7 | 0.1 | 0.3 | -53
COc1cc(C)ccc1S(=O)(=O)NC(=O)Cn1nnc(COc2ccc3c(c2)CCCC3)c1C
 : -1 | 6 | 6 | -26 | -2 | 48* | -10 | 0.6 | -0.2 | 4
Cc1ccc(Cn2nnc3c(=O)[nH]c(C4CCN(C(=O)Cc5cccs5)CC4)nc32)cc1
 : 5 | 9 | 7 | -15 | 5 | 0 | -3 | 0.0 | -1.2 | -3
COc1ccc(NC(=O)C(C)SCc2ccccc2)cc1 (stereo not drawn)
 : 10 | 3 | 9 | 0 | -5 | -2 | -3 | 0.1 | 2.4 | -5
CCNc1oc(COc2cccc(C)c2)nc1C#N
 : -6 | -5 | 8 | -2 | 15 | 1 | -1 | 0.2 | 0.2 | -1
CCN(CC)c1ncnc2c1ncn2[C@H]1CN(Cc2ccncc2)C[C@@H](CO)O1
 : -2 | 1 | -4 | 2 | 10 | 2 | -1 | -0.7 | -1.7 | 2
CN(C)c1ccc(NC(=O)CN2CCC(N3CCCCC3)CC2)cc1
 : 3 | -3 | 6 | 7 | 4 | -2 | 7 | 0.2 | -2.6 | -13
COc1ccc(C2=Nc3cccc4cccc(c34)N2)cc1
 : -6 | 3 | 5 | 7 | 1 | 3 | -4 | 0.1 | 1.4 | 3
CCNC(=O)N(C)[C@H]1C[C@H]2c3[nH]c4c(-c5cccc(C)c5)cccc4c3CCN2C[C@H]1[C@H](C)O
 : 3 | 8 | . | 6 | . | 6 | -59 | -0.2 | . | 1
CC(C)(C)NC(=O)CN(C(=O)c1csnn1)c1cccc2c1CCCC2
 : 0 | 2 | -1 | 1 | -2 | -7 | 10 | 0.1 | 1.9 | 1
CN1C[C@@H]2[C@@H]3C(=O)N(C)C(=O)[C@@H]3[C@](C)(C1=O)N2C(=O)c1ccc(Cl)c(Cl)c1
 : -4 | 0 | -9 | 12 | 11 | -4 | -5 | -0.1 | 0.5 | 1
CC(C)CCNC(=O)/C=C/c1ccc(Br)cc1
 : -2 | 1 | 4 | 9 | 6 | 6 | -7 | -0.5 | 2.7 | 2
Cc1ccc(S(=O)(=O)NCC(=O)N2CCOCCOCCOCC2)cc1
 : 1 | 0 | 7 | -1 | 11 | -2 | -1 | -0.8 | 0.8 | 0
O=S1(=O)CC(N2CCCC2)CN1Cc1cn(Cc2cccc(C(F)(F)F)c2)nn1 (stereo not drawn)
 : 5 | 2 | -3 | 5 | -2 | 1 | -11 | -0.2 | . | 8
Cc1ccc(OCC(=O)N/N=C\c2ccncc2)c(C)c1
 : -5 | -1 | 11 | 5 | 7 | -2 | 9 | -0.8 | -0.8 | 3
Cc1cccc(CCNC(=O)C2CCC(=O)N(Cc3ccc(Cl)cc3)C2)n1 (stereo not drawn)
 : 0 | 1 | 2 | 9 | -1 | -9 | -7 | 0.1 | 1.2 | 3
COc1ccc(-c2[nH]ncc2CN2CCC(C(=O)N3CCOCC3)CC2)c(F)c1
 : 9 | -2 | 2 | 3 | -2 | -1 | -11 | -0.3 | 0.8 | -2
COc1ccc(CN2CCN(CCc3ccccc3)C(CCO)C2)c(O)c1 (stereo not drawn)
 : 0 | 1 | 1 | 2 | -8 | -5 | -8 | 0.1 | -0.3 | -2
CCn1nc(C)c(CNCc2cn[nH]c2-c2cc3ccccc3o2)c1C
 : 5 | -8 | -12 | -2 | 8 | -7 | -10 | -0.7 | 1.2 | -8
C=CCN(CC#Cc1ccccc1)CC=C
 : -4 | -7 | . | 1 | . | 0 | -1 | 0.7 | . | 1
Cc1ccc(CNc2nc(N)c([N+](=O)[O-])c(NCc3ccccc3)n2)cc1
 : 0 | 10 | 7 | -6 | 5 | 2 | 3 | -0.4 | 0.2 | 0
CC1CC(=O)Nc2ccccc2N1S(=O)(=O)c1cccs1 (stereo not drawn)
 : -2 | 3 | -2 | -2 | 2 | -5 | -1 | 0.1 | -0.1 | -2
CCOCCc1nnc(NC(=O)c2ccc(OC)c(OC)c2)s1
 : 3 | 0 | 10 | 9 | -2 | -1 | 2 | -0.2 | 0.7 | 1
NS(=O)(=O)c1ccc(NC(=O)COC(=O)Cc2ccc(Cl)cc2)cc1
 : 1 | -4 | -9 | -5 | -1 | 7 | 2 | -0.8 | 0.9 | 0
Cc1c(OCC(=O)NCCCN2CCOCC2)ccc2c1oc(=O)c1ccccc12
 : -8 | 3 | 11 | 2 | 5 | -1 | i | -2.9 | 1.6 | -7
C#CC(C)(CC)NC(=O)Cn1nnc(-c2ccc(S(C)(=O)=O)cc2)n1 (stereo not drawn)
 : -3 | 7 | -5 | 7 | -10 | -5 | 6 | -0.5 | 2.4 | 1
Cc1ccc(N=C2C(=O)Nc3ccc(Br)cc32)cc1
 : 5 | -12 | 10 | 4 | -2 | 2 | -2 | -0.2 | 0.1 | -7
COc1ccc(Cc2nnc(SCc3ccc([N+](=O)[O-])cc3)o2)cc1
 : -1 | 3 | -8 | -14 | 1 | -3 | -4 | 0.9 | -0.9 | -7
O=C(Oc1ccc(/C=N/n2cnnc2)cc1)c1cccc([N+](=O)[O-])c1
 : 9 | 0 | -10 | -1 | 0 | -2 | -14 | -0.6 | 0.5 | 3
CC1=C(C(=O)OCCC(C)C)C(c2ccc3c(c2)OCO3)NC(=O)N1 (stereo not drawn)
 : 2 | 2 | 2 | 3 | 1 | -8 | 2 | -0.3 | -1.1 | -4
CCOC(=O)/C(=N\Nc1ccccc1[N+](=O)[O-])c1csc(Nc2ccccc2)n1
 : 5 | -4 | -4 | -2 | 4 | 13 | -10 | 0.2 | 3.2 | 3
CC(=O)c1ccc2c(c1)C1C=CCC1C(c1ccncc1)N2 (stereo not drawn)
 : 2 | 0 | 8 | -8 | 9 | 21 | -8 | 0.6 | 3.2 | 0
COC(=O)c1ccc(COc2cc(O)c3c(c2)OC(C)(C)CC3=O)cc1
 : -5 | -12 | 12 | 2 | 3 | 5 | 1 | 0.0 | 0.6 | 5
CCn1c(-c2ccccc2SC)n[nH]c1=S
 : 3 | 5 | 7 | 11 | 5 | 0 | 5 | 0.0 | -0.6 | 1
C=C(C(=O)O)C(CCCCCC)C(=O)O (stereo not drawn)
 : -2 | 1 | 2 | -1 | 14 | 4 | -6 | 0.7 | -0.1 | 2
COc1ccc(N2CC(C(=O)Nc3cc(C)ccn3)CC2=O)cc1 (stereo not drawn)
 : -4 | -6 | 13 | 12 | 7 | -5 | 9 | -0.5 | 1.8 | -6
Cc1nnc(SCc2ccc(F)cc2Cl)s1
 : -1 | -4 | 2 | 3 | -6 | 1 | -2 | -0.1 | 5.5 | 0
